ERG Ets-DNA blk: blocks human ERG Ets domain binding to DNA; AID 624246; Potency, µM (titrated, usually from 76.9 µM), for the others: at the top dose FP activity, negative = inhibition, usual class: inhibitors; fluorescence polarization, His-ERG Ets domain / labelled DNA; actives 0.028% (n = 370,000); P11308; active = well fitted inhibition curve with a large enough effect in the polarisation, with a control signal flat; inconclusive = small, poorly fitted or top-dose-only effect, or effect the other way, or a change in a side signal; inactive = no such curve, though single readings can be large or run the other way; the % refers to the polarisation;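 note: polarization taken with two DNA probes labelled with fluorescein and Texas red; potency is the fitted concentration of half-maximal effect; % of control where 0% means no effect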
Target sequence (P11308 whole entry, looked up, the tested form may be a part): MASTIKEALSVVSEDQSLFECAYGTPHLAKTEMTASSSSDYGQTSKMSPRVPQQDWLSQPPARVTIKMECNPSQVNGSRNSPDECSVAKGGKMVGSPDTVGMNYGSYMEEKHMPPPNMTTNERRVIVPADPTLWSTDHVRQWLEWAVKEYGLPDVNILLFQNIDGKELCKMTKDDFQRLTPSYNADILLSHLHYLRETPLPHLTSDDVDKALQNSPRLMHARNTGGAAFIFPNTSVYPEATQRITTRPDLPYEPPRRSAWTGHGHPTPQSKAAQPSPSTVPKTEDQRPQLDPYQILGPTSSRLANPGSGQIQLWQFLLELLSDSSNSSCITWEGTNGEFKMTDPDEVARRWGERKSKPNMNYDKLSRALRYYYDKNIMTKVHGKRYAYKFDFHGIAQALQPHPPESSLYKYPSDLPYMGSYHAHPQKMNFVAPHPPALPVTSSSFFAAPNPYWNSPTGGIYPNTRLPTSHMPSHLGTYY
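His-tagged ERG Ets domain (1 uM in the protein solution; 300mM KCl, 50mM Tris-HCl, 1mM EDTA, 1mM DTT, pH 7.5) received compound, then a probe mix of 5 nM fluorescein-DNA and 100nM Texas-615-DNA. Fluorescence polarization was read for both dyes.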
RGS4 inhibitor: human RGS4 inhibition; Potency, µM (highest dose often 114 µM), for the others: at the top dose activity change, negative = inhibition, most hits filed as inhibitors; actives 0.039% (n = 390,000); P49798; Transcreener GDP fluorescence polarization, RGS4-accelerated GTP hydrolysis; note: potency is the fitted concentration of half-maximal effect; % is set by controls: 0 for no effect and ±100 for the full control effect; nearly all actives have a fitted effect of over 75% in size; some results filed as inactive show a strong effect at the top dose
Target sequence (P49798 whole entry, looked up): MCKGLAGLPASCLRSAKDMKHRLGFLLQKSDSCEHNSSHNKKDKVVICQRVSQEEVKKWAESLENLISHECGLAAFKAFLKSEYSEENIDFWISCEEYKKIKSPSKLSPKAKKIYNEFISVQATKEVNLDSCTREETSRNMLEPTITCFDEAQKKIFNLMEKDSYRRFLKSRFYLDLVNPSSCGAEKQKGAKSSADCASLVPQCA
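MLSMR compounds (23 nl, pin-transferred) preincubated 10 min at room temperature with a 500nM (2x) first reagent, then RGS4 at 900nM (2x) plus Transcreener GDP mix added; fluorescence polarization (620/688 nm) read before and after 90 min at 30 °C.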
12-LOX inh: inhibitors of human 12S-lipoxygenase ALOX12; P18054; purified 12hLO, xylenol orange hydroperoxide absorbance; Potency, µM (titrated, usually from 108 µM), for inactives: top-dose activity change, negative = inhibition, actives largely listed as inhibitors; actives 1.1% (n = 580,000); note: potency is the fitted concentration of half-maximal effect; % is set by controls: 0 for no effect and ±100 for the full control effect
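Purified human 12hLO (150 nM final) in 25 mM Hepes, 0.01% Triton X-100, pH 7.0 was preincubated 15 min at room temperature with compound. Then 40 uM arachidonic acid was added, 30 min. Hydroperoxide was read by Fe-XO absorbance ratio 573/405 nm.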
LDHA block: blocks human lactate dehydrogenase A. P00338. activity change, % (values are at about 110 or 230 µM). purified LDHA, NADH/diaphorase-resazurin fluorescence; active compounds read low. actives 0.15% (n = 480,000); in the data active = activity change below about -30%; inconclusive = mostly about -25% to -30%;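 note: plate controls were DMSO wells for no effect and wells without enzyme for full effect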
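Enzyme activity of human lactate dehydrogenase 5 (2 nM; 0.06 mM NADH, 0.2 mM pyruvate, 5 min, RT) is measured via a resazurin/diaphorase fluorescence readout of residual NADH.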
Vif-APOBEC3F blk: inhibitors of Vif-A3F interaction; actives 0.2% (n = 390,000); HeLa A3F-eYFP + Vif (tagged APOBEC3F with the HIV-1 protein that degrades it), YFP fluorescence increase; Potency, µM (titrated, usually from 46.1 µM), inactives show top-dose activity, negative = active; AID 602313; note: potency is the fitted concentration of half-maximal effect; % of control where 0% means no effect; nearly all actives have a fitted effect of over 65% in size
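HeLa cells stably expressing A3F-eYFP plus Vif, plated and incubated overnight at 37 deg C, then exposed to compounds overnight at 37 deg C. Blocked degradation read as raised yellow fluorescence (Ex 488/Em 500-530).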
D2 ag: D2 dopamine receptor (human) agonism | P14416 | HEK293 T-REx D2 cells, calcium flux agonist mode | activation, % at 2 µM | actives 0.53% (n = 340,000) | AID 485358;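 active = activation over 3 SD above normal in the single-dose calcium agonist read, cut at about 30% in these data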; note: 0% is about no effect
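Agonism is scored from calcium flux in a force-coupled, inducible HEK293 cell line expressing D2, read kinetically for 180 s after compound addition against dopamine controls.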
D2 antag: antagonizes the human D2 dopamine receptor | P14416 | AID 485344 | inhibition, % at 10 µM | actives 2% (n = 340,000) | HEK293 TREx D2 cells, calcium flux, dopamine EC80; in the data active = inhibition above about 30%; note: 0% is about no effect
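Calcium mobilization kinetics were recorded at 1 s intervals in tetracycline-induced HEK293 T-REx D2 cells, first for 180 s after compound addition and then 180 s after EC80 dopamine.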
Vif-APOBEC3G blk: Vif-A3G binding inhibition; Q9HC16; HeLa A3G-eYFP + Vif (tagged APOBEC3G with the HIV-1 protein that degrades it), YFP fluorescence, overnight; Potency, µM (top dose mostly 46.1 µM), inactives show at the top dose activity, negative = active, actives largely listed as inhibitors; actives 0.076% (n = 410,000);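 note: potency is the fitted concentration of half-maximal effect; % is set by controls: 0 for no effect and ±100 for the full control effect; nearly all actives have a fitted effect of over 60% in size; hits raise eYFP signal because A3G escapes Vif-driven loss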
Target sequence (Q9HC16 whole entry, looked up): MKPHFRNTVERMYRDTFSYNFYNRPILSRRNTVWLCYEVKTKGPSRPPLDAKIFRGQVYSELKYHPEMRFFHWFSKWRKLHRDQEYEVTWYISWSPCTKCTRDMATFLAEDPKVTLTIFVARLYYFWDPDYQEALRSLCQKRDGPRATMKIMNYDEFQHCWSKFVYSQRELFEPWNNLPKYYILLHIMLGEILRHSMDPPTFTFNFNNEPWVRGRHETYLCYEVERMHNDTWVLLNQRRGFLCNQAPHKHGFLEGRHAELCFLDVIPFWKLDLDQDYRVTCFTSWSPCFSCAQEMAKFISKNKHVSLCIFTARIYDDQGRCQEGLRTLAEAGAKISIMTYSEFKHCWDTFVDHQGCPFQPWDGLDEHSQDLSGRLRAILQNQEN
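Read-out is eYFP fluorescence (Ex 488/Em 500-530) from Vif-expressing HeLa A3G-eYFP cells; more signal means A3G escaped Vif-mediated degradation. Cells plated overnight, compound pinned in, incubated overnight at 37 deg C.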
Glioma ERSR ind: induces the endoplasmic reticulum stress response in human glioma cells; U87-MG GRP78 promoter luciferase reporter, 16 h; Potency, µM, for the others: at the top dose activation, actives largely listed as activators; actives 0.02% (n = 420,000); note: potency is the fitted concentration of half-maximal effect; series mostly up to about 76 µM; % of control where 0% means no effect; nearly all actives have a fitted effect of over 35% in size
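Stably transfected U87-MG glioma cells carrying a GRP78-based luciferase sensor; 16 h compound incubation. Luminescence end-point read 10 min after Bright-Glo addition at room temperature.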
The depositor's hits bear a star; ? = inconclusive; · = not tested or not shown; [ ] = another dose, or the depositor's remark. Unless noted, calls come from the whole dose curve; as a rule, active = well fitted curve in the direction sought with a large enough effect; inconclusive = small, poorly fitted or top-dose-only effect, or another doubt; inactive = no such curve, though single readings can be large; an effect the other way counts as inactive or inconclusive. Some of the compounds tested. The share of hits here may be higher or lower than overall.

SMILES | ERG Ets-DNA blk | RGS4 inhibitor | 12-LOX inh | LDHA block | Vif-APOBEC3F blk | D2 ag | D2 antag | Vif-APOBEC3G blk | Glioma ERSR ind
N#CCSc1nc2ccccc2c(=O)n1CCCC(=O)NCc1ccco1 | 2.6% | 29.9% | -3.5% | -7.0 | -0.5% | -0.2 | -5.3 | 0.2% | 2.4%
CCN(c1ccccc1)S(=O)(=O)c1ccc2c(c1)CC(C)N2C(=O)C1CC1 (stereo not drawn) | 0.0% | 9.1% | -0.1% | -10.0 | -0.2% | -0.7 | 1.7 | -11.5% | -6.7%
Cc1ccc(C)c(CN2CCC(CNC(=O)c3cc4ccc5cccnc5c4[nH]3)CC2)c1 | -4.6% | -9.1% | -11.4% | 0.4 | -13.8% | · | · | 0.7% | -3.0%
CCN(CC)c1ccc(/C=N/NC(=O)c2nnn(-c3nonc3N)c2C(C)C)c(O)c1 | -8.7% | 13.8% | -19.2% | 1.1 | -1.7% | 0.3 | -12.5 | -10.5% | -8.1%
Cc1cccc(N2C(S)=C(C#N)C(=O)NC2c2ccco2)c1 (stereo not drawn) | 0.2% | ? | -34.0% | 0.5 | ? | 0.4 | 21.8 | -1.9% | 0.0%
CO/N=C/C(c1ccc(Cl)nc1)S(=O)(=O)c1ccccc1 (stereo not drawn) | -6.0% | -4.4% | 0.0% | -3.9 | -1.4% | 0.1 | -22.1 | -3.7% | -5.3%
O=C(Nc1ccccc1C(=O)NC1CCCCC1)c1ccco1 | 9.7% | -28.1% | -23.5% | -3.4 | -0.2% | -0.8 | -5.8 | -1.4% | -7.0%
O=C(NC1CCCC1)c1ccc2c(c1)N(Cc1c(F)cccc1Cl)C(=O)c1ccccc1S2 | 0.1% | -4.5% | 0.0% | 0.5 | 5.3% | 0.2 | · | -2.5% | -3.4%
Cc1ccc(-n2ncc(C(=O)NCCc3ccsc3)c2C2CCN(C(=O)OC(C)(C)C)CC2)c(C)c1 | -15.7% | -6.5% | ? | 1.3 | 0.4% | 0.7 | · | 4.4% | -0.9%
CCCCC1(C)NC(=O)N(CC(=O)Nc2ccc(S(=O)(=O)N3CCOCC3)cc2)C1=O (stereo not drawn) | 5.3% | -3.2% | ? | -2.0 | 1.5% | 0.0 | 2.1 | -1.8% | -4.2%
Cc1cccc(NC(=O)Nc2ccc(S(N)(=O)=O)cc2)c1 | 4.0% | 6.6% | 65.2%[activator] | -1.1 | -0.9% | -0.5 | 6.1 | -12.1% | -5.9%
O=C(Nc1ccn(CCCNCc2ccc3c(c2)OCO3)c(=O)n1)OCc1ccccc1 | 0.7% | -12.6% | -179.0% | -3.2 | -3.7% | · | · | -0.2% | 1.2%
Cc1cc(Cl)ccc1NC(=O)C1CCN(S(C)(=O)=O)CC1 | -7.8% | -21.4% | 8.2% | -6.6 | -12.0% | -0.2 | -18.7 | 7.3% | -2.1%
Cc1ccc(C(=O)SC2=NCCS2)cc1 | 4.0% | -28.9% | ? | -3.9 | 0.1% | 1.5 | -2.5 | -14.9% | -2.4%
Cc1nn(C)c2c1c(C(F)(F)F)cc(=O)n2CC(=O)NCc1ccccc1Cl | -0.9% | -23.8% | -17.4% | -0.4 | -3.6% | 0.6 | · | -3.0% | -1.1%
C[C@H]1CN([C@@H](C)CO)C(=O)c2cccc(NC(=O)C3CC3)c2O[C@H]1CN(C)S(=O)(=O)c1cccs1 | 3.6% | -19.9% | ? | 4.7 | -10.3% | · | · | -2.4% | -1.0%
Cc1ccc2c(c1)c1c(c(=O)n(Cc3ccccc3)c(=O)n1CC(=O)NCc1ccccc1Cl)n2C | 5.3% | -9.9% | -22.2% | -1.7 | 1.4% | · | · | -0.7% | -0.5%
CSc1ccc(CNC(=O)c2sc3ncnc(N(C)C4CCCCC4)c3c2C)cc1 | 0.2% | -13.9% | -13.4% | 3.8 | 1.5% | 0.2 | · | -0.2% | -1.5%
CCOC(=O)c1ccc(NC(=O)c2ncn3c2C(=O)NC[C@H]3C)cc1 | · | · | 29.9% | 3.3 | -11.5% | · | · | 2.0% | 0.7%
CCOC(=O)CON1C(=O)C(=O)N(OCC(=O)OCC)[C@H]2CCCC[C@H]21 | -11.4% | -14.9% | -18.2% | 4.4 | -20.5% | · | · | 2.0% | 3.8%
Cc1ccc(N(CC(O)Cn2c3ccccc3c3ccccc32)S(C)(=O)=O)c(C)c1 (stereo not drawn) | 1.2% | -0.3% | 0.0% | 9.9 | ? | 0.5 | 2.5 | -2.0% | -2.1%
COc1cc(OC)c(C(=O)OCC(=O)N(Cc2ccccc2)C(C)(C)C)cc1OC | 2.2% | 19.8% | 19.7% | -5.1 | -0.9% | -0.3 | -27.1 | -2.0% | -3.5%
O=C(Nc1nncs1)C12CC3CC(CC(Cl)(C3)C1)C2 | 29.0% | 21.8% | 0.0% | -4.9 | -8.9% | 1.1 | -1.7 | -1.7% | -3.6%
O=C(c1ccco1)N1CCN(C(=O)C2CC(=O)N(c3ccccc3)C2)CC1 (stereo not drawn) | 4.7% | 3.9% | · | -7.1 | -24.4% | -1.4 | -29.2 | -3.7% | -2.0%
Cc1ccc(NC(=O)c2cn3c4c(ccc(Cl)c4c2=O)OC(C)C3)cc1C (stereo not drawn) | -12.1% | -0.2% | -6.2% | 0.7 | -19.5% | 0.2 | · | 2.3% | -1.3%
C=CCn1c(COc2cccc(C)c2)nnc1SCn1nnc2ccccc2c1=O | · | -7.8% | -0.7% | -5.3 | -3.8% | -0.4 | 10.8 | 1.5% | 1.1%
COCCNC(=O)c1cc(-c2cccc(OC)c2)on1 | -1.8% | 19.9% | -6.4% | -3.0 | -3.0% | · | · | 2.8% | -0.3%
CCCCCCCC(=O)NNC(=O)c1c(O)c2ccccc2[nH]c1=O | 11.8% | -11.8% | 15.7% | -1.5 | -7.5% | -0.5 | 1.3 | 7.4% | 1.2%
COc1cc(C2c3c(oc4ccccc4c3=O)C(=O)N2Cc2ccncc2)ccc1O (stereo not drawn) | 2.7% | -5.3%[11.4 µM] | 9.2% | 1.6 | 9.1% | 0.4 | 2.0 | -2.5% | -4.2%
CCCCN(C(=O)CSc1nn(-c2ccc(F)cc2)c(=S)s1)c1c(N)n(CCCC)c(=O)[nH]c1=O | 3.9% | 22.6% | -2.1% | -11.8 | 0.6% | 0.2 | -11.1 | -15.6% | -1.2%
COc1cc(-c2nnc(COC(=O)c3ccc([N+](=O)[O-])o3)o2)cc(OC)c1OC | · | · | 9.3% | 6.3 | 0.2% | · | · | -5.0% | -1.6%
C=CCn1c(SC(C)C(=O)Nc2ccc(F)c(F)c2F)nnc1C1CC1 (stereo not drawn) | 6.6% | 14.6% | 8.7% | -7.5 | 10.5% | · | · | 1.3% | -1.3%
Cc1cccc(NC(=S)NCCC(c2ccccc2)c2ccccc2)c1 | -3.3% | ? | 35.5µM* | -6.7 | -0.4% | -0.2 | -4.3 | 3.9% | -7.2%
COc1ccc(C(c2nnnn2C(C)(C)C)N2CCN(c3nc4ccccc4s3)CC2)cc1 (stereo not drawn) | 3.8% | 18.8% | 25.0% | -2.4 | -4.2% | 0.8 | -6.6 | -8.4% | 2.6%
Cc1ccc(OCCNC(=O)C2CCCCC2)cc1 | 13.2% | -4.0% | -4.4% | -3.8 | 4.6% | · | · | -5.9% | 2.8%
CC1CN(C(=O)c2ccccc2OCc2ccccc2Cl)CC(C)O1 (stereo not drawn) | -7.1% | -7.0% | 1.9% | -12.0 | 4.1% | -0.1 | 7.8 | -9.8% | -6.8%
C[C@@H]1CN([C@@H](C)CO)C(=O)CCCn2nncc2CO[C@@H]1CN(C)C(=O)c1ccc(N2CCN(C)CC2)cc1 | · | · | -11.5% | -1.5 | -6.9% | · | · | -4.3% | -2.0%
COc1ccc(C)cc1S(=O)(=O)Nc1ccc2c(c1)N(C(C)=O)CCC2 | 15.7% | -18.4% | -3.3% | -1.1 | -8.2% | 0.4 | -6.2 | 0.6% | -3.8%
CCCCC(=O)N(Cc1ccc2c(c1)OCO2)Cc1nc2ccccc2c(=O)[nH]1 | -3.6% | ? | ? | 3.1 | 0.2% | -0.6 | 3.6 | -2.6% | -0.1%
CCOC(=O)N1CCN(c2c(-c3ccc(C)c(C)c3)c(=O)c2=O)CC1 | -6.3% | -11.9% | -8.2% | -0.5 | 0.3% | 1.3 | -11.6 | 0.4% | -0.9%
COc1ccc(N2CCN(S(=O)(=O)Cc3ccccc3)CC2)cc1 | 4.9% | -3.4% | 18.0% | -7.7 | 3.0% | -0.5 | -11.5 | 2.8% | -1.1%
O=C(CN(CC1CCCO1)C(=O)CNS(=O)(=O)c1ccc(Cl)cc1)NCc1ccc(F)cc1 (stereo not drawn) | -2.9% | -16.3% | -14.7% | -7.1 | -1.1% | · | · | -0.7% | 2.5%

An excerpt from above in order of heavy-atom count, low to high.
SMILES | ERG Ets-DNA blk | RGS4 inhibitor | 12-LOX inh | LDHA block | Vif-APOBEC3F blk | D2 ag | D2 antag | Vif-APOBEC3G blk | Glioma ERSR ind
CCCCCCCC(=O)NNC(=O)c1c(O)c2ccccc2[nH]c1=O | 11.8% | -11.8% | 15.7% | -1.5 | -7.5% | -0.5 | 1.3 | 7.4% | 1.2%
Cc1ccc(NC(=O)c2cn3c4c(ccc(Cl)c4c2=O)OC(C)C3)cc1C (stereo not drawn) | -12.1% | -0.2% | -6.2% | 0.7 | -19.5% | 0.2 | · | 2.3% | -1.3%
CCCCC(=O)N(Cc1ccc2c(c1)OCO2)Cc1nc2ccccc2c(=O)[nH]1 | -3.6% | ? | ? | 3.1 | 0.2% | -0.6 | 3.6 | -2.6% | -0.1%

Screens from PubChem BioAssay.
